Assay outcomes (PubChem BioAssay)
APJ agonist – agonists of human apelin receptor APJ, primary screen, CHO-K1 cells, PathHunter beta-arrestin, luminescence. actives 0.11% (n = 330,000). P35414. 0% DMSO wells, 100% apelin. AID 2520, 2010. activation, % at 20 µM;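 active = activation more than six SD over the plate average, tested at 20 µM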;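 also: 0% = DMSO alone and 100% = apelin-13 at 10 nM; some results filed as inactive read as strong as hits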
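Test system: CHO-K1 APJ beta-arrestin complementation cell line. Amount: cell density 1000 per well. Controls: DMSO negative, 10 nM Apelin-13 positive. Signal: luminescent beta-gal fragment complementation, chemiluminescent substrate. Read-out basis: agonist-driven arrestin binding to APJ. Timing: compound stimulation 90 min at 25 °C, detection 60 min.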
Mdm2-MdmX inh – inhibitors of human Mdm2-MdmX association, primary screen, cell-based, luminescence, split luciferase, SaOS-2, uHTS; Protein Mdm4 (Homo sapiens) + E3 ubiquitin-protein ligase Mdm2 (Homo sapiens), …; SaOS-2 split-luciferase Mdm2/MdmX complementation; inhibition, % at 8 µM; actives 3% (n = 330,000);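 active = inhibition of at least 50% at 8 µM in the primary screen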
Target sequence (O15151 whole entry, looked up): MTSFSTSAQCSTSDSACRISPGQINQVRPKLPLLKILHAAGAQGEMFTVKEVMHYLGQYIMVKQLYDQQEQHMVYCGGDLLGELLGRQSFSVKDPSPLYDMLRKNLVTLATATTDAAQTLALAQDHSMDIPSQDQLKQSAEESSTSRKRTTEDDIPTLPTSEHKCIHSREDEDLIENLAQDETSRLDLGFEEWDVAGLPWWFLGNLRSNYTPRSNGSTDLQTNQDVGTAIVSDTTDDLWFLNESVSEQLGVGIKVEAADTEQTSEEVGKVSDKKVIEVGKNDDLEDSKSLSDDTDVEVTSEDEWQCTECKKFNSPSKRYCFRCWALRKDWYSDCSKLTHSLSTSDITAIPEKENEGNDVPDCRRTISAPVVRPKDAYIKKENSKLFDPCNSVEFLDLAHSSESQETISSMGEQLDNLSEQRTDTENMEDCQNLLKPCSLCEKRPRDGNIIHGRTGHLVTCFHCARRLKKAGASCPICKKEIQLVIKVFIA
Target sequence (Q00987 whole entry, looked up): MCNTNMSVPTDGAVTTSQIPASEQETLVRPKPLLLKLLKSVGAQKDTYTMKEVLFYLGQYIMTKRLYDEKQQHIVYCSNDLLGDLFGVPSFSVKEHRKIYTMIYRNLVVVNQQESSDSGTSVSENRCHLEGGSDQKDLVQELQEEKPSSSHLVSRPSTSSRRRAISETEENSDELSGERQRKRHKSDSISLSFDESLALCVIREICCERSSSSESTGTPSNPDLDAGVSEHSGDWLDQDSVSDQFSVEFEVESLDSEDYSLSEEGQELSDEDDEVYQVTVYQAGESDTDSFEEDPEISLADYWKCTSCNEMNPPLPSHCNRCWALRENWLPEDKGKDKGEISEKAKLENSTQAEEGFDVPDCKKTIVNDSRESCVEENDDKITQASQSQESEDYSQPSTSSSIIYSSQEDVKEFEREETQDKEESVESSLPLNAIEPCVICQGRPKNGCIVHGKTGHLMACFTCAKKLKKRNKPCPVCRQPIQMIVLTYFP
Jurkat NFkB inh – inhibitors of induced NF-kB luciferase reporter, primary screen, TCR NF-kB activation inhibitor project, cell-based, luminescence, uHTS | Jurkat, PMA/ionomycin-induced NF-kB luciferase reporter | inhibition, % at 4 µM | actives 0.53% (n = 330,000) | AID 435003, 2010; in the data active = inhibition above about 50%
tim23-1 inh – growth inhibitors of tim23-1 mutant yeast, primary screen, luminescence, uHTS; S. cerevisiae tim23-1 growth, BacTiter-Glo luminescence, 24 h; inhibition, % at 20 µM; actives 1.3% (n = 330,000);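 active = growth inhibition of the mutant yeast at or above 50%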;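 also: temperature-sensitive mutant grown at 25 °C; plate controls were DMSO-treated mutant yeast for no effect and medium wells lacking yeast for full effect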
CHOP UPR activ – activators of apoptotic CHOP UPR arm, primary screen, cell-based, CHO-CHOP luciferase reporter, luminescence, uHTS; UPR activation; percent of tunicamycin response over DMSO baseline; activation, % at 10 µM; actives 0.34% (n = 330,000); AID 449763, 2010;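 active = at 10 µM dose, activation of 40% or more, normalized to positive control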;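 also: 100% = tunicamycin at 10 µg/mL and 0% = DMSO alone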
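System: CHO CHOP reporter cells. Amount: 500 cells per well. Buffer or medium: F12 medium, 10% FBS. Compound dosing: one dose, 10 µM in 0.5% DMSO. Incubation: 6 h compound exposure at 37 °C after overnight seeding. Technique: Steady-Glo luciferase luminescence. Benchmarks: tunicamycin and DMSO controls.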
XBP1 UPR activ – activators of adaptive XBP1 UPR arm, primary screen, cell-based, CHO-XBP1 luciferase reporter, luminescence, uHTS | IRE1-XBP1 UPR activation; percent of tunicamycin response, DMSO as zero | activation, % at 20 µM | actives 0.33% (n = 330,000);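 active = versus positive control, 20 µM dose yields 30% or more activation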;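 also: 100% = tunicamycin at 10 µg/mL and 0% = DMSO only wells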
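Material: IRE1-XBP1 luciferase reporter CHO line / Quantity: one thousand reporter cells per well / Buffer or medium: F12 with 10% serum / Compound: 20 µM single concentration, DMSO 1% / Times: 6 h treatment, 37 °C / Detection: Steady-Glo luciferase glow luminescence, 10 min after reagent addition / Benchmarks: tunicamycin high, DMSO low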
697 NFkB inh – inhibitors of PMA/ionomycin-induced NF-kB reporter, 697 cells, primary screen, B-cell NF-kB inhibitor project, cell-based, luminescence, uHTS; 697 B-cell NF-kB luciferase reporter, 16 h; inhibition, % at 4 µM; actives 0.33% (n = 330,000); AID 435022, 2010; in the data active = inhibition above about 35%
APJ antag – antagonists of human apelin receptor APJ, primary screen, CHO-K1 cells, beta-arrestin complementation, luminescence. P35414. inhibition, % at 20 µM. actives 0.32% (n = 330,000). AID 2521, 2010;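 active = inhibition above about 40% at 20 µM, limit read from the data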;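 also: cells challenged with 10 nM apelin-13 agonist together with compound; plate controls were apelin-13 plus DMSO wells for no effect and DMSO wells lacking apelin-13 for full effect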
* = called active by the depositor. Compounds were not picked by outcome, and some 5% of all compounds hit somewhere here.

SMILES	APJ agonist	Mdm2-MdmX inh	Jurkat NFkB inh	tim23-1 inh	CHOP UPR activ	XBP1 UPR activ	697 NFkB inh	APJ antag
CCn1c(=O)c(C)nn2c3ccccc3nc12	-4	23	-9	5	1.5	1	5	11
O=C(CNS(=O)(=O)c1ccccc1)N/N=C/c1ccccc1[N+](=O)[O-]	0	-13	-8	8	-1.3	0	20	0
COc1ccccc1NS(=O)(=O)c1cc(N/C(=N\S(=O)(=O)c2ccccc2)c2ccc(F)cc2)ccc1Cl	0	23	7	18	3.2	-1	-6	2
CC(=O)Nc1ccc(S(=O)(=O)N2CCN(C(=O)c3ccco3)CC2)cc1	-1	7	11	12	0.5	-3	0	9
CCOc1ccc(NC(=O)c2ccccn2)cc1	0	28	-7	14	-10	-6	-44	4
COc1cccc(/C=N/n2c(-c3n[nH]c4c3CCC4)n[nH]c2=S)c1OC	-5	-4	-10	15	1.5	-1	-2	9
O=C1/C(=C\Nc2ccccc2)CCN1c1ncccn1	-6	-11	-23	6	2.6	2	-3	2
CC1=NN(c2ccccc2)C(=O)/C1=C\c1cn(CCC#N)nc1-c1ccc(Cl)cc1	1	-2	7	54*	0.7	13	-5	11
COc1ccc(/C(N)=N/OC(=O)Cc2ccccc2[N+](=O)[O-])cc1	3	7	-5	25	5.4	1	-14	-13
O=c1[nH]cc(S(=O)(=O)N2CCCc3ccccc32)c(=O)[nH]1	3	7	-8	-3	-1.3	-3	1	5
COc1cc2ccccc2cc1C(=O)NCC(c1cccs1)N(C)C (centres undefined)	-7	-113	-109	20	3.6	-1	-41	-2
O=S(=O)(c1ccc(F)cc1)N1CCN(c2ccccc2)CC1	-3	16	7	11	-0.8	1	-25	6
O=C(CSc1nnc(CNC(=O)c2ccccc2)o1)Nc1nccs1	0	19	-17	-3	-1.9	-4	6	-5
COc1ccc(C(=O)C2CCCN(S(=O)(=O)c3ccccc3F)C2)c(C)c1 (centres undefined)	5	7	-1	28	0.5	-2	-20	3
CCc1ccc(NS(=O)(=O)c2cc3[nH]c(=O)c(=O)[nH]c3cc2C)cc1	-4	-5	-12	8	1.5	-4	-55	-2
CC1CCC2(CC1)NC(=O)N(Cc1cccc(C(F)(F)F)c1)C2=O (centres undefined)	0	-9	23	23	-1.6	-1	3	2
O=c1c2ccccc2nc(SCc2ccc(F)cc2Cl)n1CCCN1CCOCC1	-5	9	-5	10	-0.8	-1	1	-12
O=S(=O)(c1ccc(F)cc1)N1CCN(CC2CC3C=CC2C3)CC1 (centres undefined)	-1	24	23	-5	-2.4	4	4	8
CN(C)CCn1ccc(O)c(Cc2ccc(Cl)cc2)c1=O	-4	6	-9	20	0.6	-4	8	9
Cc1nnc(NC(=O)c2nn(CC(C)C)c(=O)c3ccccc23)s1	-1	6	5	25	0.6	6	21	6
CCn1c(O)c(N=N)c2ccccc21	0	-18	7	6	0.3	6	-18	-1
c1ccc(CSc2nnc(-c3cccs3)n2Cc2ccco2)cc1	-2	-16	1	34	-0.3	2	-18	8
c1ccc(-c2cc(N3CCCCC3)ncn2)cc1	-4	-52	-56	22	3.6	14	-64	16
CC(=O)N1N=C(c2cccc([N+](=O)[O-])c2)OC1(C)c1cccs1 (centres undefined)	-3	14	-22	36	0.9	-3	-12	7
C/C(=N\NC(=O)c1nnn(-c2nonc2N)c1-c1cccs1)c1ccncc1	-1	25	-7	-6	-2.5	-5	-4	-9
(list continues)
SMILES	APJ agonist	Mdm2-MdmX inh	Jurkat NFkB inh	tim23-1 inh	CHOP UPR activ	XBP1 UPR activ	697 NFkB inh	APJ antag
COc1ccc(N2C(=O)C3CCCN3C2c2cccc(OC)c2)cc1 (centres undefined)	-2	-21	1	24	0.4	-1	11	10
O=c1[nH]c2cc3c(cc2cc1C(c1nnnn1C1CCCCC1)N1CCSCC1)OCCO3 (centres undefined)	-2	4	-16	23	1.8	1	10	-23
COc1ccc(C2CC(=O)Oc3cc(O)cc(O)c32)cc1 (centres undefined)	-4	32	-3	15	0.3	2	15	-59
Cn1c(Cn2c(=O)sc3ccccc32)nnc1SCC(=O)Nc1cccc(Cl)c1	-3	-14	-4	6	1.2	-3	4	15
COc1ccc(OC)c(-c2csc(CCn3nc(C)cc3C)n2)c1	-2	20	-2	18	0.6	-1	-18	-7
Cc1ccc(NC(=O)CCN2C(=O)c3cccc4cccc(c34)C2=O)cc1	0	0	-8	14	0.5	-2	2	-4
Cc1nc2ccccc2c(=O)n1/N=C/c1cc(Br)ccc1O	-1	7	-8	69*	1.1	2	-9	-6
CN1C(=S)SC(/[N+]([O-])=C/c2cccnc2)C1(C)C (centres undefined)	-1	5	14	8	1.7	0	14	5
CN(CC(=O)Nc1cccc(F)c1)CC(=O)Nc1ccccc1Oc1ccccc1	-2	14	-21	33	1.7	-4	5	-6
COC(=O)c1ccccc1NC(=O)CSc1ncccn1	-6	0	-4	8	1.7	1	9	-19
Cc1nc(Nc2ccccc2O)c2oc3ccccc3c2n1	-1	-17	-3	-3	-1.6	-4	26	0
Cc1ccc(C)c(NC(=O)CN(C)C(=O)c2cccc(S(=O)(=O)N(C)C)c2)c1	0	-3	-1	-3	1.5	0	0	-22
CCOc1ccc(N(CC(=O)NC2CCCC2)C(=O)CSc2nnc(COc3ccccc3)o2)cc1	0	8	13	-3	0.2	-3	-1	-17
Clc1ccc(C2=NNC(=NCC3CCCO3)SC2)cc1 (centres undefined)	-3	-46	-56	-8	2.4	1	-36	14
CC(C)(C)c1nc(Sc2ccc([N+](=O)[O-])cn2)n[nH]1	1	12	5	9	1.3	0	-8	-7
CC(C)c1ccc(N=c2c([N+](=O)[O-])nn(-c3ccc4c(c3)OCCO4)n2O)cc1	6	5	3	30	-0.8	-1	-14	0
O=C(COC(=O)CNC(=O)C1CCCCC1)Nc1cc(C(F)(F)F)ccc1Cl	-2	-32	4	25	3.0	1	-20	9
CC(C)Oc1ccc(Cl)cc1Nc1nc(NCCO)nc(N2CCCC2)n1	-5	47	-3	40	0.7	5	9	-62
COc1ccccc1CNC(=O)CSc1nc2nc(C)cc(C)n2n1	-1	10	3	9	-1.1	-3	13	-8
CC(C)NC(=O)CC1C(=O)N(Cc2ccccc2)C(C)c2nc3ccccc3n21 (centres undefined)	0	-20	-4	21	-1.5	-1	1	-3
Cc1c(C(=O)OC2CCC(C)CC2)[nH]c2c1C(=O)CCC2 (centres undefined)	-4	-174	-215	37	0.9	-1	-218	3
C(=N\n1cnnc1)/c1cccnc1	1	-32	-10	15	0.9	-2	2	14
CCOC(=O)N1CCC(N2CCN(Cc3ccccc3)C(CCO)C2)CC1 (centres undefined)	-4	35	7	-3	-0.5	-1	11	28
COCC(=O)N1CCC(Oc2ccc(C(=O)NCc3cc(C)n(C)n3)cc2)CC1	-3	-15	10	-2	0.4	-1	11	1
COC(=O)C1N[C@@H]([C@@H](NC(=O)COc2ccccc2)C(=O)Nc2ccc(OC)cc2)SC1(C)C (some centres undefined)	4	19	11	8	-0.6	0	22	15

One compound at a time, as listed above.
`O=C(COC(=O)CNC(=O)C1CCCCC1)Nc1cc(C(F)(F)F)ccc1Cl` is listed with APJ agonist: -2; Mdm2-MdmX inh: -32; Jurkat NFkB inh: 4; tim23-1 inh: 25; CHOP UPR activ: 3.0; XBP1 UPR activ: 1; 697 NFkB inh: -20; APJ antag: 9
`CN(CC(=O)Nc1cccc(F)c1)CC(=O)Nc1ccccc1Oc1ccccc1` is listed with APJ agonist: -2; Mdm2-MdmX inh: 14; Jurkat NFkB inh: -21; tim23-1 inh: 33; CHOP UPR activ: 1.7; XBP1 UPR activ: -4; 697 NFkB inh: 5; APJ antag: -6

Laid out differently: entries from further up
Cc1nc(Nc2ccccc2O)c2oc3ccccc3c2n1
  APJ agonist = -1	Mdm2-MdmX inh = -17	Jurkat NFkB inh = -3	tim23-1 inh = -3	CHOP UPR activ = -1.6	XBP1 UPR activ = -4	697 NFkB inh = 26	APJ antag = 0
Cc1ccc(C)c(NC(=O)CN(C)C(=O)c2cccc(S(=O)(=O)N(C)C)c2)c1
  APJ agonist = 0	Mdm2-MdmX inh = -3	Jurkat NFkB inh = -1	tim23-1 inh = -3	CHOP UPR activ = 1.5	XBP1 UPR activ = 0	697 NFkB inh = 0	APJ antag = -22

(further entries)
SMILES	APJ agonist	Mdm2-MdmX inh	Jurkat NFkB inh	tim23-1 inh	CHOP UPR activ	XBP1 UPR activ	697 NFkB inh	APJ antag
O=C(Nc1ccc(N2CCOCC2)cc1)C1CCCCN1S(=O)(=O)c1ccccc1 (centres undefined)	0	-2	6	15	0.5	-2	-12	-4
O=C(NCCCCNC(=O)c1ccc(Br)cc1)c1ccc(Br)cc1	-3	77*	0	-22	-0.1	-7	21	0
O=C(NC(=O)N1CCCCCC1)c1ccccc1	-6	19	7	-5	-0.8	0	8	10
O=C(/C=C/c1ccc(F)cc1)Nc1cc(S(=O)(=O)N2CCOCC2)ccc1N1CCCC1	0	24	-14	3	1.0	-1	2	3
Nc1nc2nccc(-c3ccccn3)n2n1	-3	-34	11	0	-1.0	-3	13	-26
O=C(Nc1cccc(O)c1)c1cccc(S(=O)(=O)Nc2cccc(O)c2)c1	3	7	1	7	1.6	-6	7	10
CCNc1nc(NC(C)C)nc(N(C)C#N)n1	-3	-18	11	2	-0.7	-2	11	8
CCN(CC)S(=O)(=O)c1ccc(N)cc1	-1	27	13	8	-0.2	1	3	4
COc1ccc(NC(=O)CSc2nc3ccsc3c(=O)n2CCC(=O)O)c(OC)c1	-1	17	2	0	2.1	-2	-1	6
CCOC(=O)N1CCN(C(=O)c2ccc3c(=O)n(CCC4=CCCCC4)c(=O)[nH]c3c2)CC1	-1	23	7	0	0.6	2	-31	10
CCOc1ccc2nc(SCC(=O)Nc3ccc4c(c3)OCO4)sc2c1	9	-7	7	8	2.4	-2	5	-1
CN(C)CCn1cnc2c(c1=N)C(c1ccccc1)c1ccc3ccccc3c1O2 (centres undefined)	-3	98*	18	8	2.5	8	-19	30
CC1(C)CC(=O)C2=C(C1)N(c1ccccc1)C(=O)CC2c1ccc(O)cc1 (centres undefined)	-3	-2	-8	22	-1.8	3	0	7
CCOC(=O)C1C(=O)CC(C)(O)C(C(=O)OCC)C1c1ccc(OCC)cc1 (centres undefined)	0	25	-10	11	-1.6	-7	-25	-8
CC(C)C(=O)NNS(=O)(=O)c1ccccc1[N+](=O)[O-]	1	1	5	11	-1.8	-1	1	9
CCc1nnc(NS(=O)(=O)c2ccc(NC(=S)NC(=O)/C=C/c3ccc(C(C)C)cc3)cc2)s1	-5	2	12	52*	7.4	-1	-4	19
Cc1ccc(NC(=O)CNc2ccc(Cl)c(Cl)c2)cc1S(=O)(=O)N(C)C	2	23	26	22	2.7	-1	-21	-13
Cc1ccc(Sc2cc(C(=O)NCCCN(C)C)c3ccccc3n2)cc1	-1	11	-20	26	0.2	5	5	-3
CC(C)(C)CN1CCC(Oc2cccc(C(=O)N3CCNC(=O)C3(C)C)c2)CC1	-3	12	13	13	2.0	-3	-2	16
C/C(=N\Nc1cc(Cl)nc(C)n1)c1ccccc1	-2	-41	-81	16	2.3	9	-62	7
